Bioassay records: PubChem, National Center for Advancing Translational Sciences (NCATS)
IMPase cell inh – IMPase inhibition in cells | CHO-M1 cells, IP1 accumulation, HTRF TR-FRET ratio | inhibition (IP1 accumulation), % at 46.1 µM | 120,000 tested, under 10 active; active means well fitted curve in the direction sought with a large enough effect in the signal ratio, not every such curve was filed as active; inconclusive means small, poorly fitted or top-dose-only effect, or a change in a side signal; inactive means no such curve, though single readings can be large or run the other way; the % refers to the signal ratio;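 further: cells stimulated with carbachol in lithium chloride buffer; plate controls were DMSO basal wells for no effect and reference inhibitor wells for full effect; higher means more IMPase inhibition seen as more IP1 and lower FRET ratio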
Target sequence (P97697 whole entry, looked up): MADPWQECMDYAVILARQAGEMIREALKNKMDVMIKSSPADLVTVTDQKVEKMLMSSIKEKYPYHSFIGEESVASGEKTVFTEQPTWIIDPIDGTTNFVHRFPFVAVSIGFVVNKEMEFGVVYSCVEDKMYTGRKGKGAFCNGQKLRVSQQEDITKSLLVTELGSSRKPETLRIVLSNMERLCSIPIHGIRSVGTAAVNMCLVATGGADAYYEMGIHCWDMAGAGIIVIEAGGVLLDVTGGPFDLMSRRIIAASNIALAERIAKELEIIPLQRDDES
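Elevated IP1 in lysates lowers TR-FRET signal (665/620 ratio and 620 channel reported). Cells were CHO-M1, given carbachol (50 uM as added) plus 50mM LiCl, pH 7.4, 30 min, 37C; compounds titrated up to 46 uM; AC50 by Hill equation.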
ALOX15B inhib – 15-hLO-2 (ALOX15B) enzyme inhibition; O15296; purified 15hLO-2, xylenol orange hydroperoxide absorbance; Potency, µM (top dose mostly 57.1 µM), for the others: top-dose activity change, negative = inhibition, hits mostly inhibitors; hit rate 0.56% among 110,000; AID 881; further: potency means the concentration at half of the fitted maximal effect; nearly all actives have a fitted effect of over 60% in size; many of its hits are not listed in these tables
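Read-out: hydroperoxide product oxidises ferrous iron, measured as xylenol orange complex via the 573-to-405 nm absorbance ratio after 30 min. Reaction: 50 nM enzyme, 15 min compound preincubation, 45 uM arachidonic acid, 90 min RT, Hepes pH 7.5 with Triton X-100.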
12-hLO inh – blocks human 12-lipoxygenase activity | purified 12-hLO, xylenol orange hydroperoxide absorbance | hit rate 0.12% among 150,000 | P18054 | AID 1452 | Potency, µM (doses to about 57.1 µM), for the others: at the highest dose activity change, negative = inhibition, actives largely listed as inhibitors; further: potency means the concentration at half of the fitted maximal effect; nearly all actives have a fitted effect of over 55% in size; many of its hits are not listed in these tables
Target sequence (P18054 whole entry, looked up): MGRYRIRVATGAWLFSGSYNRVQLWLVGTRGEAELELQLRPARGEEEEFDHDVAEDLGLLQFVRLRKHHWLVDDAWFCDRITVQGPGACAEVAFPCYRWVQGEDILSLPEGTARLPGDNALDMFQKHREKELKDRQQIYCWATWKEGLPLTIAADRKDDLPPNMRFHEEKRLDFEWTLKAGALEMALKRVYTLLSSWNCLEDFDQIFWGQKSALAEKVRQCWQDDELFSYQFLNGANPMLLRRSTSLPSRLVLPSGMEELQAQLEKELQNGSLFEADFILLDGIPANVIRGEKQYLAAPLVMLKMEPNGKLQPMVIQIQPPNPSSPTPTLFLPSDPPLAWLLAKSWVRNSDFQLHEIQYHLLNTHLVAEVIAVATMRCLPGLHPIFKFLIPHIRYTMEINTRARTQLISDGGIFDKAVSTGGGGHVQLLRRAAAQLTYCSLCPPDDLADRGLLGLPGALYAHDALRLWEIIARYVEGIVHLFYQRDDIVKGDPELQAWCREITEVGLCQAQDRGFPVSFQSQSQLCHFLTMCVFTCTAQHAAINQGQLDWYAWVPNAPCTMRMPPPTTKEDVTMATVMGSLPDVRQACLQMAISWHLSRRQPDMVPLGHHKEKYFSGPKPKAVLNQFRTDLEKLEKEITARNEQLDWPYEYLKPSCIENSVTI
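Purified human 12hLO (150 nM final) was preincubated with compounds for 15 min at room temperature in 25 mM Hepes pH 7.0, 0.01% Triton X-100, then reacted with 40 uM arachidonic acid for 30 min. Hydroperoxide was detected with ferrous iron/xylenol orange.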
PNC assembly inh – perinucleolar compartment assembly inhibition; PC3M PTB-GFP, PNC prevalence imaging, 16 h; hits give low values; activity change (PNC), negative = inhibition, % at 10 µM; hit rate 3.1% among 140,000; AID 2417;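 active means readout at or below -70, meaning at least 70% loss of cells showing the perinucleolar compartment, a nuclear body marking cancer cells; inconclusive means readout between -30 and a set limit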;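 further: plate controls were DMSO wells for no effect and camptothecin positive control wells for full effect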
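PC3M cells stably expressing PTB-GFP, 750–1000 cells/well, treated 16 h at 37 °C with compound (23 nl of library stock), in duplicate. After paraformaldehyde fixation and Hoechst stain, imaged at 20x; PNC prevalence scored by image analysis.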
Active calls of the source: *; ? = inconclusive; . = not tested or not shown; [ ] = dose if it differs, or a comment. Unless noted, the call rests on the fitted dose curve; in most records, active means well fitted curve in the direction sought with a large enough effect; inconclusive means small, poorly fitted or top-dose-only effect, or another doubt; inactive means no such curve, though single readings can be large; an effect the other way counts as inactive or inconclusive. Unless noted, on the % scale 0 is the no-effect control and ±100 the full control effect.

SMILES | IMPase cell inh | ALOX15B inhib | 12-hLO inh | PNC assembly inh
O=C1c2ccccc2NC(c2cccnc2)N1c1ccccc1F (stereo not given) | . | . | 2% | ?
COc1ccc(CNC(=O)c2cnc3cc(C)ccn3c2=O)cc1 | 1 | -4% | -6% | -7
COC(=O)C1=C(C)N(CC2CC2)C(=O)N[C@H]1c1ccc(Br)cc1 | . | . | -7% | -2
Cc1ccc2nc(Nc3ncc4c(n3)CCCC4=O)nc(C)c2c1 | 1 | 6% | 0% | -4
O=C1SCC(c2ccc(Cl)cc2Cl)=NN1Cc1nnc(-c2ccccc2)o1 | . | . | 0% | 24
Cc1ccc(S(=O)(=O)NCC(=O)N(CC(=O)NCC2CCCO2)Cc2ccccc2)cc1 (stereo not given) | 7 | 3% | -10% | ?
Cc1[nH]n(-c2ccccc2)c(=O)c1N=Nc1cccc(S(=O)(=O)N2CCOCC2)c1 | -3 | . | -5% | -28
O=C(/C=C/c1ccc(Cl)cc1Cl)N(Cc1ccc(Cl)cc1)C1CCS(=O)(=O)C1 (stereo not given) | . | . | -2% | 9
O=C(CCN1C(=O)/C(=C/c2cccs2)SC1=S)NC1=NCCS1 | . | . | 1% | -20
O=C(Nc1ccccc1C(=O)N1CCCC1)c1cccc(S(=O)(=O)N2CCCCCC2)c1 | -2 | -4% | -11% | 45
CC(CCc1ccccc1)NS(=O)(=O)c1ccccc1 (stereo not given) | 1 | -8% | -7% | ?
CC(C)N1CC(C(=O)Nc2ccc(Br)c(Cl)c2)CC1=O (stereo not given) | 17 | 1% | -6% | -27
O=C(Cc1ccccc1)Nc1ccc(SC(F)F)cc1 | 1 | . | -6% | ?
COc1ccc(C2C(C(=O)c3cc4cccc(OC)c4o3)=C(O)C(=O)N2CCCN(C)C)cc1OC (stereo not given) | 9 | 4% | -3% | 11
O=C(CCS(=O)(=O)c1cccc2nsnc12)NCc1ccccc1 | 18 | . | 2% | -26
CC(C)(C)c1ccc(-c2nnc(NC(=O)c3ccccc3)s2)cc1 | 5 | . | 6% | 1
CCCCc1ccc2nc(NC(=O)OC)[nH]c2c1 | 2[20.6 µM] | 13%[25.6 µM] | 4%[25.6 µM] | .
Cc1ccccc1C1CC(c2ccccc2OC(F)F)Nc2ncnn21 (stereo not given) | 11 | 47%[activator] | -1% | 32
O=C(Cn1cc2c(n1)CCCC2)NCC1CCCO1 (stereo not given) | -9 | -1% | -2% | 14
CCN(CC)CCCC(C)Nc1nc(C)cc(Nc2ccc3nc(C)cc(N)c3c2)n1 (stereo not given) | . | 38%[activator] | 1% | .
O=C1NC2(NN1c1ccccc1)C1CC3CC(C1)CC2C3 (stereo not given) | 0 | -14% | ? | 46
CCC1(C)Cc2c(sc3nnn(CC(=O)Nc4cccc5ccccc45)c(=O)c23)CO1 (stereo not given) | -3 | -7% | -9% | 49
COc1cc(-c2nc(-c3ccc4c(c3)-c3ccccc3S4(=O)=O)c(-c3ccccc3)[nH]2)cc(OC)c1O | -3 | -10% | -4% | 39
CCN(CC)S(=O)(=O)c1cccc(C(=O)N[C@H](C(=O)Nc2nc3ccccc3s2)C(C)C)c1 | 8 | . | 1% | ?
C=CCOc1cccc(C2C(C(=O)c3ccco3)=C(O)C(=O)N2CCN(CC)CC)c1 (stereo not given) | -7 | -7% | 5% | -134*
O=C(CSCc1ccccc1)Nc1ccc(S(=O)(=O)N2CCOCC2)cc1 | 7 | -6% | -1% | -26
COc1ccc(C(C(=O)NC2CCCCC2)N(C(=O)CCl)c2ccc(C)cc2)cc1 (stereo not given) | 0 | . | 5% | ?
O=C(NCc1cn(-c2ccccc2)nc1-c1ccc(F)cc1)c1cccc([N+](=O)[O-])c1 | 5 | . | -8% | -26
C/C(CC(C)C)=N\NC(=O)Nc1ccccc1 | -7 | . | -1% | 3
Cc1c(NC(=O)c2ccc(Br)o2)c(=O)n(-c2ccccc2)n1C | 7 | 2% | 3% | 8
O=C(NNC1=NCCC1)c1ccc(Br)cc1 | -5 | 6% | -5% | 30
O=C(CSc1nnc(-c2ccncc2)n1-c1ccc(Cl)cc1)N1CCOCC1 | 10 | -6% | -7% | ?
CCN(CCNC(=O)CN(C)S(=O)(=O)c1cccc2nsnc12)c1ccccc1 | 1 | -1% | -4% | 0
CCS(=O)(=O)N1N=C(c2ccccc2)CC1c1ccc2nccnc2c1 (stereo not given) | . | . | 4% | -5
Cc1ccc(Cn2cnc3c(nnn3Cc3ccc(Cl)cc3)c2=O)cc1 | -6 | -2% | 6% | 65
C#CCOCCOCCOCCNc1nc(N2CCN(C(=O)[C@H]([C@@H](C)CC)n3cc(CCC(=O)O)nn3)CC2)nc(N2CCN(C(=O)[C@H](C)n3cc(CCCN=C(N)N)nn3)CC2)n1 | . | . | 7% | 48
CN(C)c1ccc(N2CN=C3SCC(=O)N3C2)cc1 | 33[activator] | 16µM* | -13% | -17
CCc1nnc(NC(=O)CSc2nnc(CNc3ccc(F)cc3)n2C2CCCCC2)s1 | -9 | -10% | -8% | 44
Cc1nc2ccccc2c2oc(C(=O)NCc3ccccn3)cc12 | 6 | -1% | 2% | ?
COC(=O)N1CCN(c2ccc(Cl)c(Cl)c2)CC1 | 7 | 6% | -12% | -102*

Single records, from the list above. Values in the order: IMPase cell inh	ALOX15B inhib	12-hLO inh	PNC assembly inh
Entry for `O=C1NC2(NN1c1ccccc1)C1CC3CC(C1)CC2C3` (stereo not given) = 0	-14%	?	46
Entry for `Cc1ccc(Cn2cnc3c(nnn3Cc3ccc(Cl)cc3)c2=O)cc1` = -6	-2%	6%	65
Entry for `C=CCOc1cccc(C2C(C(=O)c3ccco3)=C(O)C(=O)N2CCN(CC)CC)c1` (stereo not given) = -7	-7%	5%	-134*
Entry for `O=C(NCc1cn(-c2ccccc2)nc1-c1ccc(F)cc1)c1cccc([N+](=O)[O-])c1` = 5	.	-8%	-26
Entry for `C/C(CC(C)C)=N\NC(=O)Nc1ccccc1` = -7	.	-1%	3

Remaining list, next part.
SMILES | IMPase cell inh | ALOX15B inhib | 12-hLO inh | PNC assembly inh
Cc1cccc(OCc2nnc(NC(=O)c3cccs3)s2)c1 | -6 | -7% | 6% | 48
Cc1cc(NC(=O)c2nn3cccnc3c2Cl)no1 | -4 | -1% | -5% | ?
CCC(=O)Nc1ccc(NC(=S)NC(=O)/C=C/c2ccccc2)cc1 | . | . | -2% | -27
O=C(NCc1ccco1)/C(=C\c1ccco1)NC(=O)c1ccc(Br)o1 | . | . | -3% | 13
COc1ccc(NC(=O)COC(=O)C2CCC(C(C)(C)C)CC2)c([N+](=O)[O-])c1 (stereo not given) | 0 | . | 0% | 22
C=C(C)CC1N(c2cccc(OC)c2)C(=O)[C@@H]2C(C(=O)O)[C@H]3C=C[C@@]12O3 (stereo not given in full) | -9 | -3% | -1% | -10
Cc1cc(NC(=O)CSc2nc(-c3ccco3)cc(C(F)(F)F)n2)no1 | -15 | . | 13% | -116*
COC(=O)c1[nH]c2cc(C)ccc2c1NC(=O)CN1CCN(C(=O)c2ccco2)CC1 | -2 | -15% | 0% | ?
Cc1c(Cc2ccccc2)c(=O)oc2cc(OCc3nn[nH]n3)ccc12 | 2 | -23% | 5% | 12
COCCNC(=O)c1onc(CSc2cccc(Cl)c2)c1C(=O)O | 0 | -4% | 0% | 50
CCOC(=O)C(=O)C1=C(N2CCOCC2)/C(=C\c2ccc(F)cc2)CC1 | . | . | 5% | -4
Oc1ccc(Br)cc1-c1ccn[nH]1 | . | . | -12% | -17
Cc1ccc(CNC(=O)Cc2csc(Nc3nc(=S)[nH]c4ccccc34)n2)cc1 | 4 | ? | 1% | -4
Cc1ccc(S(=O)(=O)NCC23C=CC(O2)C2C(=O)N(c4ccccc4)C(=O)C23)cc1 (stereo not given) | 3 | -20% | -5% | 9
CCC(=O)Nc1ccc(N2CCCCC2)cc1 | 4 | 8% | -2% | 31
Cc1nc(-c2c(C(F)(F)F)noc2-c2ccc(O)cc2O)cs1 | -3 | -2% | -10% | 20
Cc1ccc(OCCN2CCCCCC2)c(C)c1 | 15 | 13% | -2% | -23
NC(=O)C1CCN(CC(=O)N2c3ccccc3CCc3ccccc32)CC1 | -3 | -1% | -1% | 46
Cc1ccccc1N/C(=C(/C(Cl)=C(Cl)Cl)[N+](=O)[O-])n1nnc2ccccc21 | 6 | ? | -9% | -3
O=C(COc1ccccc1)NC(=S)N1CCc2ccccc21 | . | . | -2% | -26
CNC(=O)CN1C(=O)CSc2ncccc21 | -4 | 2% | -3% | ?
Cc1cc(C)cc(NS(=O)(=O)c2ccc3c(c2)c(=O)n(C)c(=O)n3C)c1 | 4 | -3% | 0% | ?
CCc1c(C)nc(Nc2nc(C)c3cc(OC)ccc3n2)[nH]c1=O | 15 | 1% | -8% | ?
COc1cccc2c(SCC(=O)N/N=C/c3ccccc3)cc(C)nc12 | 0 | . | 2% | -23
CN(C)C(=O)N1CCCC(C(=O)NCc2ccccc2Cl)C1 (stereo not given) | -7 | 3% | -2% | 26
Cc1nc2c(C(=O)NCc3cccs3)cnn2c(C)c1Cc1ccc(F)cc1 | . | . | 0% | ?
CCc1nccn1-c1cc(C(C)(C)C)nc2c(-c3ccc(Cl)cc3)cnn12 | -9 | . | -1% | -20
CCOc1ccccc1OCC(=O)N/N=C(\C)Cc1ccc(OC)cc1 | . | . | -1% | -10
CC(=O)c1c(C)n(-c2ccc(N(C)C)cc2)c2ccc(OCC(N)=O)cc12 | 1 | 2% | -6% | ?
COc1ccc(OCC(=O)N2CC3(C)CC2CC(C)(C)C3)cc1 (stereo not given) | 9 | 1%[2.29 µM] | -1% | 26
c1ccc2c(c1)nc1n2CN(Cc2ccc3c(c2)OCO3)CN1 | 3 | 37%[activator] | -6% | -11
CC(C)CCNC(=O)CN(CC1CCCO1)C(=O)CCC(=O)Nc1ccccn1 (stereo not given) | 5 | -4% | 6% | 25
COc1ccc(Nc2nnc(C)c(=O)[nH]2)cc1 | -6 | 9% | 1% | 9
COc1ccc2c(Cc3c4ccccc4cc4ccccc34)cncc2c1O | . | -15%[11.4 µM] | 2%[11.4 µM] | .
COc1ccc2cc(/C=N/NC(=O)c3ccc(CN(c4ccc(C)c(C)c4)S(C)(=O)=O)cc3)c(Cl)nc2c1 | -8 | . | 1% | 18
CC(=O)NCCc1nc2ccccc2n1Cc1ccccc1 | 7 | 7% | -1% | ?
O=C(CC(=O)NC1CCCCC1)N/N=C/c1ccccc1Cl | . | . | -1% | 34
O=S(=O)(c1ccc(NC2CCCCC2)cc1)N1CCOCC1 | 2 | -3% | 0% | ?
Cc1ccc(N2CCN(CC(O)COC3CCCCC3)CC2)cc1 (stereo not given) | -1 | 39%[activator] | -8% | -26
Cc1nnc(NC(=O)CSc2nnc(Cc3cccn3C)n2C)s1 | 12 | -1% | -3% | -95*
Cc1ccc(C(=O)/C=C/Nc2cccc(O)c2)cc1 | -5 | 7% | -19% | ?
CC(C)N1C(=O)S/C(=C/c2cccnc2)C1=O | -3 | 3% | 12% | -17
CC(=O)Nc1cccc(NC(=O)C2CCCN2C(=O)Nc2ccc(C)cc2)c1 (stereo not given) | 1 | -2% | -1% | ?
Cn1[nH]c(=O)c(Cl)c(Cl)c1=O | 2 | -6% | -2% | ?
Cc1n[nH]c(C)c1S(=O)(=O)N1CCCC(C(=O)Nc2nccs2)C1 (stereo not given) | 0 | -1% | 2% | -6
C/C(=N\NC(=O)c1ccccc1)c1cc2cc([N+](=O)[O-])ccc2oc1=O | -1 | . | -4% | ?
CCCCCCCC(=O)OCC(COC(=O)CCCCCCC)OC(=O)CCCCCCC | . | 2% | 3% | .

A portion of the library; rates above refer to the full screens.
